IL1B NFkB inh = inhibitors of IL-1B driven NFkB p65 nuclear import, primary screen, imaging, HUVEC, IL-1B stimulus, high-content imaging; AID 796, 2007; HUVEC IL-1B NFkB p65 nuclear translocation imaging; inhibition, % at 2 µM; actives 0.43% (n = 94,000);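 active = inhibition above about 30% together with a positive call from visual inspection of the well image, limit read from the data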;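 also: nuclear over cytoplasmic p65 intensity ratio measured by imaging; 0% = IL-1B stimulated DMSO wells and 100% = unstimulated DMSO wells; values of inactives mirror those of a sister screen read the other way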
PLAP inhibition = PLAP enzyme inhibitors, biochemical, luminescence, HTS (AID 690); Alkaline phosphatase, placental type (Homo sapiens); actives 0.08% (n = 96,000); inhibition, % at 20 µM; hits with a dose series show IC50 in µM; purified PLAP, luminescent substrate; higher % means a stronger effect; in the data active = a potency from the dose series; inactive = the rest, 99 in 100 with inhibition below about 30%; also: strong numbers were not always called active
Bcl-B displacement = displacers of TR3 peptide from Bcl-B, primary screen, selectivity assay for Bfl-1 inhibitor project, biochemical, fluorescence polarization; displacement, % at 20 µM, or IC50 in µM where a hit was titrated; actives 0.11% (n = 96,000); Bcl-2-like protein 10 (Homo sapiens); FP displacement of FITC-TR3 peptide from Bcl-B; higher % means a stronger effect;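 active = displacement above 50% at 20 µM plus a fluorescence interference ratio under 1.5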;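 also: plate controls were wells without compound for no effect and wells lacking Bcl-B protein for full effect; a part of the inactive calls stands beside numbers as strong as those of hits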
MRP reversal = reversal of MRP1-mediated doxorubicin resistance, primary screen, H69AR cells, doxorubicin co-treatment; H69AR cells + 2 uM doxorubicin, CellTiter-Glo, 72 h; differential viability (reversal), % at 10 µM; actives 0.04% (n = 85,000);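 active = viability drop by adding the cancer drug above about 55%, with treated viability meeting a 40% cutoff, limit read from the data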;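 also: viability without doxorubicin minus viability with 2 µM doxorubicin for each compound; larger differential means the compound sensitizes cells more to doxorubicin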
NFkB transloc pot = enhancers of NFkB p65 translocation in HUVEC – imaging, IL-1B stimulus, high-content imaging, primary screen; activation, % at 2 µM; actives 0.3% (n = 94,000); HUVEC IL-1B NFkB p65 nuclear translocation imaging;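 active = activation above 40%, about the mean plus 3 SD, also judged a hit on visual image review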;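 also: percent activation is computed from the nuclear over cytoplasmic p65 intensity ratio; values of inactives mirror those of a sister screen read the other way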
MRP reversal cytotoxicity = further read-out of MRP reversal, marked with its call; viability, %; H69AR cells, CellTiter-Glo, 72 h; measured here: cytotoxicity without doxorubicin
MRP reversal with doxorubicin = also measured in MRP reversal; calls as there; viability, %; measured here: viability with 2 uM doxorubicin; hits give low values
IL1B NFkB inh cell count 2 µM = recorded beside IL1B NFkB inh, whose call it bears; cell count; measured here: cells passing quality filter;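 raw number of nuclei counted in each imaged well without normalization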
NFkB transloc pot cell count 2 µM = also measured in NFkB transloc pot; calls as there; cell count; measured here: cells passing quality filter
* hit, by the source's call; . = not tested or not shown. An excerpt, so the mix of outcomes need not match the whole.

smiles	PLAP inhibition	MRP reversal	NFkB transloc pot	IL1B NFkB inh	Bcl-B displacement	IL1B NFkB inh cell count 2 µM	NFkB transloc pot cell count 2 µM	MRP reversal cytotoxicity	MRP reversal with doxorubicin
CC1CN(S(=O)(=O)c2ccc(NC(=O)c3cc(-c4ccccc4O)n[nH]3)cc2)CC(C)O1 (stereo unspecified)	-11%	-16	-17	17	-6%	139	139	12	27
C=CCOc1ccc2c(c1)C(=NO)c1cc(OCC=C)ccc1-2	44%	-39	19	-18	-24%	50	50	34	73
O=C(CN1C(=O)c2ccccc2S1(=O)=O)NCc1ccccc1Cl	3%	1	-2	2	4%	46	46	103	102
CCOC(=O)C1C(=O)NC(C)C1c1ccccc1 (stereo unspecified)	-17%	18	5	-5	-4%	131	131	99	81
COc1ccc(Cl)cc1-c1n[nH]c(=S)n1C1CCCCC1	-144%	-2	11	-11	-9%	197	197	82	84
CSc1nc2c(c(-c3ccccc3)c1C#N)CCC2	.	2	10	-10	.	101	101	87	84
FC(F)(F)c1cc(-c2cccs2)nc(-n2cc(Cl)cn2)n1	-2%	5	.	.	-6%	.	.	93	88
CCCCCSc1nnc(-c2cc(Br)ccc2N)c(=O)[nH]1	-7%	11	8	-6	-7%	48	48	88	77
CC(C)c1cc(C(F)(F)F)n2nc(C(=O)O)cc2n1	17%	2	-7	8	3%	153	153	96	94
CCOc1ccc(NC(=O)CSc2nnc(-c3ccncc3)n2CC2CCCO2)cc1 (stereo unspecified)	-64%	9	-2	2	2%	136	136	89	80
CCC1(C(=O)OC)NC(c2ccccc2OC)C2C(=O)N(C)C(=O)C21 (stereo unspecified)	1%	3	-28	28	-2%	138	138	102	99
O=C(Nc1ncccc1O)c1cccc(S(=O)(=O)N2CCc3ccccc32)c1	-153%	-8	22	-22	6%	147	147	83	91
O=C(CSc1nc2ccccc2nc1SCC(=O)N1CCOCC1)N1CCOCC1	-6%	.	16	-16	-5%	136	136	.	.
O=C(Nc1ccc(S(=O)(=O)NCCc2ccccc2)cc1)c1ccc(Br)o1	2%	-12	9	-9	-9%	107	107	69	81
CC(Oc1ccc(-c2ccccc2)c(F)c1)c1ccn(S(=O)(=O)c2ccc(Cl)cc2)n1 (stereo unspecified)	37%	.	-2	2	-3%	100	100	.	.
O=C(Nc1cccc(S(=O)(=O)N2CCOCC2)c1)c1cc2c(s1)CCC2	-67%	-19	15	-15	-34%	92	92	49	68
O=c1ccc2cc3c([nH]c4ccc(Br)cc43)oc-2c1O	21%	-41	7	-7	-10%	118	118	23	64
COc1ccc(S(=O)(=O)N(CCc2ccccc2)CC(=O)NCCCO)cc1	-25%	18	.	.	2%	.	.	97	80
CCOc1ccc(-c2nc(C#N)c(NCc3ccc4c(c3)OCO4)o2)cc1	-18%	-13	7	-7	0%	52	52	71	84
Cc1cccc(C(=O)c2cnc3ccccc3c2-c2ccccc2)c1	-28%	.	-4	4	4%	159	159	.	.

Among those listed so far, 3 contain bromine:
smiles	PLAP inhibition	MRP reversal	NFkB transloc pot	IL1B NFkB inh	Bcl-B displacement	IL1B NFkB inh cell count 2 µM	NFkB transloc pot cell count 2 µM	MRP reversal cytotoxicity	MRP reversal with doxorubicin
CCCCCSc1nnc(-c2cc(Br)ccc2N)c(=O)[nH]1	-7%	11	8	-6	-7%	48	48	88	77
O=C(Nc1ccc(S(=O)(=O)NCCc2ccccc2)cc1)c1ccc(Br)o1	2%	-12	9	-9	-9%	107	107	69	81
O=c1ccc2cc3c([nH]c4ccc(Br)cc43)oc-2c1O	21%	-41	7	-7	-10%	118	118	23	64

Single entries from the entries so far.
Under MRP reversal, `CCCCCSc1nnc(-c2cc(Br)ccc2N)c(=O)[nH]1` has 11
Under IL1B NFkB inh, `O=C(CSc1nc2ccccc2nc1SCC(=O)N1CCOCC1)N1CCOCC1` has -16

Next records.
smiles	PLAP inhibition	MRP reversal	NFkB transloc pot	IL1B NFkB inh	Bcl-B displacement	IL1B NFkB inh cell count 2 µM	NFkB transloc pot cell count 2 µM	MRP reversal cytotoxicity	MRP reversal with doxorubicin
COc1ccc(-c2nnc3ccc(SCC(=O)NCC4CCCO4)nn23)cc1 (stereo unspecified)	8%	11	17	-17	3%	127	127	89	78
Cc1ccc(S(=O)(=O)N2CCCC2C(=O)NC2=NCCS2)cc1 (stereo unspecified)	0%	5	13	-14	2%	174	174	98	93
COc1ccc(OC)c(S(=O)(=O)N2CCCCCC2)c1	-1%	18	.	.	5%	.	.	97	79
O=C(Nc1nc2c(ccc3ccccc32)s1)c1ccco1	-8%	.	10	-10	4%	188	188	.	.
O=C(Nc1ccn(Cc2ccccc2F)n1)c1ccc(COc2cc(Cl)ccc2Cl)o1	12%	.	7	-7	-2%	135	135	.	.
COc1ccc(OCCCC(=O)NCc2ccco2)cc1	20%	.	-2	2	-6%	145	145	.	.
CS(=O)(=O)N(CC(=O)NCc1ccco1)c1ccc(Cl)c(C(F)(F)F)c1	1%	3	32	-32	-4%	111	111	94	91
COc1ccc(-c2nn(-c3ccccc3)cc2C(=O)Nc2nccs2)cc1OC	.	-4	-3	3	.	112	112	17	21
CCOC(=O)N1CCN(CC(=O)c2ccc3c(c2)CCN3)CC1	-1%	3	11	-9	-6%	74	74	95	93
COc1ccc(NC(=O)c2noc3c2CCC3)cc1	-2%	7	17	-17	13µM*	171	171	87	79
CC1Oc2ccccc2N(CC(=O)NCCc2ccccc2)C1=O (stereo unspecified)	-13%	.	20	-20	-4%	156	156	.	.
Cc1cc(C(=O)COc2ncnc3sccc23)c(C)n1C1CC1	-13%	4	12	-12	-49%	127	127	81	77
O=C(Cn1cnc2c(nnn2Cc2ccc(Cl)cc2)c1=O)NCc1ccco1	.	-18	-4	4	.	173	173	76	95
CN(C)c1nc(-c2ccc([N+](=O)[O-])cc2)cs1	18%	.	18	-18	-3%	167	167	.	.
COc1ccc(C)cc1NS(=O)(=O)c1cc(C)ccc1C	12%	11	4	-4	1%	74	74	96	85
COc1cccc(CN2C(=O)c3ccccc3C2C(=O)NCC2CCCO2)c1 (stereo unspecified)	0%	-5	.	.	0%	.	.	84	89
COC(=O)c1ccc(CSc2nnc(-c3ccncc3)n2Cc2ccccc2)o1	-18%	-19	-2	2	-4%	168	168	67	87
CSCCC(C(=O)O)N1C(=O)c2ccc(C(=O)O)cc2C1=O (stereo unspecified)	8%	.	-5	5	1%	120	120	.	.
CCOC(=O)c1sc2ncn(/N=C/c3ccccn3)c(=O)c2c1C	-2%	8	.	.	-4%	.	.	97	88
COc1cccc(NC(=O)Cc2cccs2)c1	13%	-6	-2	2	2%	114	114	94	100

The list continues.
smiles	PLAP inhibition	MRP reversal	NFkB transloc pot	IL1B NFkB inh	Bcl-B displacement	IL1B NFkB inh cell count 2 µM	NFkB transloc pot cell count 2 µM	MRP reversal cytotoxicity	MRP reversal with doxorubicin
COc1ccc(C2(C)NC(=O)N(Cc3cc(Cl)cc4c3OCOC4)C2=O)cc1OC (stereo unspecified)	-22%	10	-6	6	2%	194	194	88	78
COC(=O)C1=COC(C)C2CN3CCc4c([nH]c5ccccc45)C3CC12 (stereo unspecified)	-10%	-5	-5	5	28%	141	141	80	85
COc1ccc(OC)c(C(C(=O)NCc2ccco2)N(C(=O)Cn2nnc3ccccc32)C(C)C)c1 (stereo unspecified)	-30%	-11	5	-4	-4%	84	84	87	98
O=C(Nc1nc2ccccc2s1)C1CC(=O)N(c2ccccc2)C1 (stereo unspecified)	3%	-28	-1	1	7%	152	152	43	71
CC(C)CNC(=O)CCCc1ccccc1	-10%	6	18	-18	-2%	170	170	98	93
COc1ccc2[nH]c(=O)c(CNc3cccc(C)c3)cc2c1	-1%	-11	6	-6	-15%	148	148	57	68
Cc1cc(C)c2[nH]c(=O)c(C(c3nnnn3Cc3ccc4c(c3)OCO4)N3CCCC3)cc2c1 (stereo unspecified)	-73%	-1	27	-27	-27%	119	119	68	69
COc1ccc(OC)c(NC(=O)C2CC(=O)N(c3ccc(Br)cc3)C2)c1 (stereo unspecified)	-37%	.	18	-18	-4%	145	145	.	.
Cc1cc(C)n2nc(-c3sccc3-n3cccc3)cc2n1	4%	.	1	-1	3%	159	159	.	.
CCn1c(SCC(=O)OC2CCCCC2)nc2ccccc2c1=O	-18%	-2	0	0	-4%	203	203	87	89
CCc1ccc(C(CC(=O)c2ccc(Cl)cc2)C(=O)O)cc1 (stereo unspecified)	-20%	.	16	-16	-2%	157	157	.	.
CSc1nc(-c2ccccc2)nc2c1COC(C)(C)C2	15%	0	13	-13	-14%	111	111	81	81
CC(=O)N1CCCc2ccccc21	-1%	2	32	-32	8%	62	62	102	100
CNC(=O)c1ccccc1NC(=O)c1cccc(S(=O)(=O)N2CCC(C)CC2)c1	-31%	17	.	.	-6%	.	.	93	76
CCOC(=O)C1CCCCN1C(=O)CCc1c(C)nc2ncnn2c1C (stereo unspecified)	2%	4	-10	10	-2%	125	125	91	87
CC(C)C(C)(C#N)NC(=O)CSc1nnc(-c2ccccc2)o1 (stereo unspecified)	10%	-3	14	-14	-16%	198	198	91	94
OC(CN1C2=NCCN2c2ccccc21)c1ccc(Br)cc1 (stereo unspecified)	-62%	.	-1	1	2%	140	140	.	.
COc1ccc(-c2cc(C(F)(F)F)nc(N3CCN(c4ccc(F)cc4)CC3)n2)cc1OC	7%	-5	11	-11	8%	79	79	17	22
CCn1c(SCC(=O)N2CCc3ccccc32)nnc1-c1ccncc1	20%	3	1	-1	-8%	124	124	81	78
Cc1cc(Oc2ccc(=O)n(C)n2)nc(Oc2ccc(=O)n(C)n2)n1	4%	-2	.	.	-3%	.	.	106	108

Reprinted at random: 3 compounds from above
smiles	PLAP inhibition	MRP reversal	NFkB transloc pot	IL1B NFkB inh	Bcl-B displacement	IL1B NFkB inh cell count 2 µM	NFkB transloc pot cell count 2 µM	MRP reversal cytotoxicity	MRP reversal with doxorubicin
COc1ccc(-c2cc(C(F)(F)F)nc(N3CCN(c4ccc(F)cc4)CC3)n2)cc1OC	7%	-5	11	-11	8%	79	79	17	22
Cc1cc(C)n2nc(-c3sccc3-n3cccc3)cc2n1	4%	.	1	-1	3%	159	159	.	.
CC(C)C(C)(C#N)NC(=O)CSc1nnc(-c2ccccc2)o1 (stereo unspecified)	10%	-3	14	-14	-16%	198	198	91	94

Continuation.
smiles	PLAP inhibition	MRP reversal	NFkB transloc pot	IL1B NFkB inh	Bcl-B displacement	IL1B NFkB inh cell count 2 µM	NFkB transloc pot cell count 2 µM	MRP reversal cytotoxicity	MRP reversal with doxorubicin
CC(C)c1nnc(SCC(=O)N2CCc3ccccc32)n1C	.	6	9	-9	.	154	154	82	76
Cc1ccccc1OCCC(=O)Nc1c(C)n(C)n(-c2ccccc2)c1=O	.	3	4	-4	-2%	114	114	91	88
CC(C)(C)NC(=O)CN(C(=O)CNC(=O)c1cccs1)c1ccc2c(c1)OCCO2	2%	.	-1	2	-2%	159	159	.	.
CCNc1nc(OC)nc(Oc2ccc(C(=O)OC)cc2)n1	17%	12	11	-11	-13%	155	155	105	93
CO/N=C/c1ccc(Oc2ccc(C)cc2)nc1	6%	.	6	-6	-2%	130	130	.	.
COc1ccc(/C=C/C(=O)c2nc3ccccc3n2CC(=O)c2ccc(OC)cc2)cc1	-2%	.	1	-1	-15%	171	171	.	.
COc1cccc(-c2cc(C(F)(F)F)nc(-n3cc(Cl)cn3)n2)c1	15%	-3	.	.	-10%	.	.	88	90
Clc1cccc(-c2nn3c(-c4ccncc4)nnc3s2)c1	4%	15	.	.	-11%	.	.	92	78
CC(=O)N1c2ccccc2C(C)(c2ccccc2)CC1(C)C (stereo unspecified)	3%	11	-10	10	-6%	146	146	76	64
CCCCc1noc2c1/C(=N\O)CC(c1ccccc1)C2 (stereo unspecified)	7%	4	11	-11	-1%	132	132	84	79
N#Cc1nc(Cc2cccc3ccccc23)oc1NCCCN1CCOCC1	-65%	-2	13	-13	2%	157	157	81	83
O=C(O)C1CCCN1S(=O)(=O)c1cccs1 (stereo unspecified)	0%	.	10	-10	-21%	137	137	.	.
Cc1ccc(NC(=O)c2cccc(OCc3c(C)noc3C)c2)c(C)c1	-45%	-7	4	-4	2%	158	158	52	59
O=C(O)C1CC=CCC1C(=O)Nc1ccc(S(=O)(=O)N2CCCc3ccccc32)cc1 (stereo unspecified)	-32%	-3	-11	11	-7%	142	142	92	95

Screens deposited in PubChem by several laboratories.
